12-LOX inh – inhibitors of human 12S-lipoxygenase ALOX12; purified 12hLO, xylenol orange hydroperoxide absorbance; 580,000 tested, 1.1% active; Potency, µM (top dose mostly 108 µM), inactives show top-dose activity change, negative = inhibition, most hits filed as inhibitors; P18054; active = well fitted inhibition curve with a large enough effect; inconclusive = small, poorly fitted or top-dose-only effect, or another doubt; inactive = no such curve, though single readings can be large or run the other way; note: potency is the fitted concentration of half-maximal effect
Target sequence (P18054 whole entry, looked up): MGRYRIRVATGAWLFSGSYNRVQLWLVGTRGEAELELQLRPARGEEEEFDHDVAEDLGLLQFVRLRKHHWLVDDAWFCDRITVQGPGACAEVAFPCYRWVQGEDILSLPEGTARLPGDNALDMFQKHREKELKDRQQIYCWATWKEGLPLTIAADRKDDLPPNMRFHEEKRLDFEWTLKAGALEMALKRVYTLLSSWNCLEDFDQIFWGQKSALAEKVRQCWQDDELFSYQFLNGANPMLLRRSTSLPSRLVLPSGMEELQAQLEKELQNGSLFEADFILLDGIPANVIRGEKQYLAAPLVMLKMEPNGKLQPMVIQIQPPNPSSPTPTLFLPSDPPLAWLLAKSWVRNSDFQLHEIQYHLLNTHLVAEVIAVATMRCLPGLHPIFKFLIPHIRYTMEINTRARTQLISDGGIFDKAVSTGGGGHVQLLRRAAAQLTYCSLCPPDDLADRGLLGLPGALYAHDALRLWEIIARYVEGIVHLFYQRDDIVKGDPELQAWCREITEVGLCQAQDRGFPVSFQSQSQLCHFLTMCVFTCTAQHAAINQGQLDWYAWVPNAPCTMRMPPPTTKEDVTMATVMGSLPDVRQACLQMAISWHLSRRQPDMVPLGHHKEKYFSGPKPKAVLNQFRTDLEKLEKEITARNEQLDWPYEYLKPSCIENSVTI
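Purified human 12hLO (150 nM final) in 25 mM Hepes, 0.01% Triton X-100, pH 7.0 was preincubated 15 min at room temperature with compound. Then 40 uM arachidonic acid was added, 30 min. Hydroperoxide was read by Fe-XO absorbance ratio 573/405 nm.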
LDHA inh – inhibitors of human lactate dehydrogenase A; P00338; purified LDHA, NADH/diaphorase-resazurin fluorescence; active compounds read low; activity change, % (values are at about 110 or 230 µM); 480,000 tested, 0.15% active; in the data active = activity change below about -30%; inconclusive = mostly about -25% to -30%;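 note: plate controls were DMSO wells for no effect and wells without enzyme for full effect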
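LDH5 2 nM; NADH 0.06 mM, pyruvate 0.2 mM; 200 mM Tris pH 7.4, EDTA, Tween-20; 5 min RT. Detection: diaphorase 0.133 mg/mL + resazurin 37 µM, fluorescence ex540/em590 at 0 and 20 min; normalized to enzyme-free and DMSO wells.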
Numbers without * were called inactive; ? = inconclusive; [ ] = another dose, or the depositor's remark. Unless noted, % is set by controls: 0 for no effect and ±100 for the full control effect.

SMILES	12-LOX inh	LDHA inh
COc1ccc(OC)c(CNC(=O)c2ncoc2-c2cccs2)c1	36.2%[activator]	8.5
C=CCNc1nc(C(=O)OCC(=O)c2ccc(C(C)(C)C)cc2)cs1	?	8.0
Cc1cc(C(=O)NNC(=S)NC(C)C)cs1	6.0%	1.3
CCOc1ccc(CCN2C(=O)C(=O)N([C@@H](CC(C)C)CN3CCC[C@H]3CN3C(=O)C(=O)NC[C@@H]3Cc3ccccc3)C[C@@H]2Cc2ccc(O)cc2)cc1	-12.9%	-2.0
N#Cc1cc(NC(=O)C2CC2)ccc1OCC(F)(F)F	-25.1%	0.0
COc1cc(-c2ccc(C)cc2)nc2ccc(C(=O)N3CCCC3)cc12	-1.8%	-0.8
Cc1ccccc1-n1nnnc1SCC(=O)Nc1ccc2nccnc2c1	47.0%[activator]	11.7
O=C(CCc1nc(-c2ccccc2)c(-c2ccccc2)o1)N1CCN(C(=O)C2CC2)CC1	39.3%[activator]	4.7
CCOc1ccc(/C=C2/NC(=O)NC2=O)cc1Br	?	-0.5
Cc1ccc(-c2nc(SCc3ncc(-c4ccccc4)o3)n[nH]2)cc1	-10.2%	10.3
COC(=O)C(C)Oc1ccc2c(C)c(Cc3ccccc3)c(=O)oc2c1 (stereo unspecified)	-0.3%	0.4
Cc1cc2oc(=O)cc(CN3CCN(C(=O)C4COc5ccccc5O4)CC3)c2cc1C(C)C (stereo unspecified)	-23.2%	-5.5
COc1ccccc1Cn1c(C)c2c(=O)n(-c3ccc(F)cc3)[nH]c2cc1=O	?	2.4
CC(C)C[C@H]1CN(CCCC[C@H]2CNC(=O)C(=O)N2CCc2ccccc2)C(=O)C(=O)N1CCc1ccc(O)cc1	?	0.5
Cc1cc(C)n(-c2nc3ccccc3nc2NCc2ccc(F)cc2)n1	13.1%	-2.8
CC12CC3CC(C)(C1)CC(NCc1ccc(C(=O)O)cc1)(C3)C2	?	0.5
O=C(/C=C/c1cccc([N+](=O)[O-])c1)c1cccc2ccccc12	37.1%[activator]	11.0
CCc1ccc2oc(C(=O)Nc3ccc(C)cc3)cc(=O)c2c1	4.2%	2.2
COc1ccc(C)cc1-n1nnc(-c2nc(-c3ccccc3C)no2)c1N	?	1.4
Cc1c(C(=O)N2CCCC2(C)C(=O)NCC(C)C)oc2ccccc12 (stereo unspecified)	-22.4%	-4.9
O=C(NCc1ccncc1)c1cc(-c2ccc(Cl)cc2)nc2ccccc12	8.8%	-1.3
Cc1ccc(S(=O)(=O)N2C[C@H]3[C@H]4C(=O)N(c5ccccc5)C(=O)[C@H]4CC(=O)[C@H]3[C@@H]2c2ccccc2)cc1	0.7%	-3.7
O=C(CSc1ncc(-c2ccc(F)cc2)o1)Nc1cccc(Cl)c1	?	-11.6
Cn1cc(S(=O)(=O)N2CCc3ccccc32)cc1C(=O)Nc1ccccc1F	-3.0%	1.3
CN(C)CCCNC(=O)C1CCCN(c2ncnc3nc[nH]c23)C1 (stereo unspecified)	1.9%	-8.4
Cc1ccc(NC(=O)C(=O)NCCN2CCN(S(=O)(=O)c3ccc(F)cc3)CC2)cc1C	8.2%	-17.8
Cc1ccc(/C=N/NC(=O)c2csc3ccccc23)s1	-13.7%	-0.8
COc1ccc(CNS(=O)(=O)c2ccc(-c3ccc(=O)[nH]n3)s2)cc1	?	-2.0
O=C(/C=C/c1c(Cl)cccc1Cl)NC(C1CC1)C1CC1	-25.1%	0.5
Cc1[nH]c2ccccc2c1CC(=O)NC1CCS(=O)(=O)C1 (stereo unspecified)	1.4%	9.7

Whole records, looked up by structure.
CC12CC3CC(C)(C1)CC(NCc1ccc(C(=O)O)cc1)(C3)C2 in the list: 12-LOX inh: ?; LDHA inh: 0.5
Cc1c(C(=O)N2CCCC2(C)C(=O)NCC(C)C)oc2ccccc12 (stereo unspecified) in the list: 12-LOX inh: -22.4%; LDHA inh: -4.9

The list goes on.
SMILES	12-LOX inh	LDHA inh
Cc1nc2cc(NC(=O)c3ccc(CNC(N)=O)cc3)ccc2o1	-1.1%	-5.7
O=C(CCc1nc2ccccc2o1)NC1CCCCC1	-1.4%	2.8
CC(C)N(C(=O)c1ccc(Cc2cn(C)c3ccccc23)nc1)C(C)C	-2.3%	-6.2
COc1ccc(/C=N/O)cc1O	16.3%	8.6
CCOC(=O)CNC(=O)C(F)(F)C(F)(F)C(F)(F)C(F)(F)C(=O)NCC(=O)OCC	28.7%	4.0
CCNC(=O)NC(=O)C(C)OC(=O)c1cc(-c2cccs2)nc2ccccc12 (stereo unspecified)	?	-2.2
CC12CCC(C/C1=N\NC(=O)c1ccccc1)C2(C)C (stereo unspecified)	-6.9%	-4.9
CCc1ccc(NC(=O)CSc2ncc(-c3ccc(F)cc3)o2)cc1	1.4%	2.4
O=C(COC(=O)COc1ccc2c(c1)CCC2)NC1CCS(=O)(=O)C1 (stereo unspecified)	6.5%	-0.1
CC1(C)CC(=O)C2=C(C1)Nc1[nH]n(-c3ccccc3)c(=O)c1C2c1ccc(F)cc1 (stereo unspecified)	-18.4%	7.3
CCc1cccc(CC)c1NC(=O)COC(=O)c1cc(C)nc2ccccc12	20.4%	4.6
NC(=O)C(Sc1ccccc1F)c1ccccc1 (stereo unspecified)	22.3%	-11.3
O=C(Cc1ccc(Cl)cc1)NCc1coc(-c2cccs2)n1	?	-19.1
Cc1ccc(C(=O)Nc2c(N3CCCC3)c3ccccc3oc2=O)cc1	?	13.4
O=c1[nH]nc(-c2ccc(N3CCOCC3)c([N+](=O)[O-])c2)c2ccccc12	6.5%	-2.7
COc1ccc(OC)c(S(=O)(=O)NC(=O)C2(C)CCN2C(=O)C2(c3ccc(Cl)cc3)CC2)c1 (stereo unspecified)	-0.1%	-2.1
COc1cc(/C=C(\C#N)c2nc3ccccc3[nH]2)cc(I)c1OC	61.9%[activator]	1.4
Cc1ccc(C=O)n1-c1ccncc1	-3.5%	-3.5
Cc1ccc(Cl)cc1NC(=O)NCCCN(C)CC(F)(F)F	12.3%	0.9
Cc1nn(Cc2ccc(Cl)cc2)c(C)c1NS(=O)(=O)c1c(C)nn(C(F)F)c1C	-1.1%	10.4
COc1cccc(/C=C/c2nc3ccccc3s2)c1OC(F)F	11.5%	4.3
CCCn1c(=O)[nH]c(=O)c2c1nc(-c1ccc(OCC#N)c(OC)c1)n2CCN1CCOCC1	17.7%	-18.3
CNc1cncc(-c2ccc(OC)cc2)n1	?	-10.6
O=C(O)CCCC(=O)c1ccccc1	16.8%	6.4
CCCCNS(=O)(=O)c1cccc(NC(=O)[C@@H]2O[C@H](CO)[C@@H](O)[C@H]2O)c1	?	-2.6
CCc1c(C)sc(NC(=O)c2ccc(F)cc2)c1C#N	?	5.6
Clc1ccc(-c2nc3ccccc3o2)cc1	?	1.6
CCN(CC)C(=O)CN1CCN(C(=O)c2cc(-c3ccccc3)n[nH]2)CC1	12.4%	-4.9
Cn1c(=O)c2c(nc(N3CCN(C/C=C/c4ccccc4)CC3)n2Cc2ccccc2)n(C)c1=O	7.2%	13.1
CCc1nc2ccc(C(=O)NCCc3ccccn3)cn2c1N(CCC(C)C)CCN(C)C	-15.3%	-15.1

16 entries out of the list, sorted by count of non-hydrogen atoms, rising:
SMILES	12-LOX inh	LDHA inh
Cc1ccc(C=O)n1-c1ccncc1	-3.5%	-3.5
Clc1ccc(-c2nc3ccccc3o2)cc1	?	1.6
NC(=O)C(Sc1ccccc1F)c1ccccc1 (stereo unspecified)	22.3%	-11.3
CC12CCC(C/C1=N\NC(=O)c1ccccc1)C2(C)C (stereo unspecified)	-6.9%	-4.9
Cc1ccc(Cl)cc1NC(=O)NCCCN(C)CC(F)(F)F	12.3%	0.9
COc1cccc(/C=C/c2nc3ccccc3s2)c1OC(F)F	11.5%	4.3
COc1cc(/C=C(\C#N)c2nc3ccccc3[nH]2)cc(I)c1OC	61.9%[activator]	1.4
O=C(COC(=O)COc1ccc2c(c1)CCC2)NC1CCS(=O)(=O)C1 (stereo unspecified)	6.5%	-0.1
O=c1[nH]nc(-c2ccc(N3CCOCC3)c([N+](=O)[O-])c2)c2ccccc12	6.5%	-2.7
CCN(CC)C(=O)CN1CCN(C(=O)c2cc(-c3ccccc3)n[nH]2)CC1	12.4%	-4.9
CCc1cccc(CC)c1NC(=O)COC(=O)c1cc(C)nc2ccccc12	20.4%	4.6
Cc1nn(Cc2ccc(Cl)cc2)c(C)c1NS(=O)(=O)c1c(C)nn(C(F)F)c1C	-1.1%	10.4
CC1(C)CC(=O)C2=C(C1)Nc1[nH]n(-c3ccccc3)c(=O)c1C2c1ccc(F)cc1 (stereo unspecified)	-18.4%	7.3
CCc1nc2ccc(C(=O)NCCc3ccccn3)cn2c1N(CCC(C)C)CCN(C)C	-15.3%	-15.1
CCCn1c(=O)[nH]c(=O)c2c1nc(-c1ccc(OCC#N)c(OC)c1)n2CCN1CCOCC1	17.7%	-18.3
Cn1c(=O)c2c(nc(N3CCN(C/C=C/c4ccccc4)CC3)n2Cc2ccccc2)n(C)c1=O	7.2%	13.1

The listing continues.
SMILES	12-LOX inh	LDHA inh
Cc1noc(C)c1-c1ccc(C(=O)NCC2CC2)c2occc12	?	-7.7
CCN(CC)S(=O)(=O)c1ccc(NS(=O)(=O)c2ccccc2C#N)cc1	?	13.4
N#Cc1ccccc1CSCCNC(=O)NCc1ccc(CN2CCCC2)cc1	39.4%[activator]	-2.9
CCN1CCN(Cc2cc(=O)oc3cc(C)c(C)cc23)CC1	?	-1.9
CCOC(=O)c1oc2cc(OCC)ccc2c(=O)c1-c1ccc(Br)cc1	83.6%[activator]	-16.0
Cc1nc2ccccc2c(C)c1CC(=O)NCCc1c[nH]c2ccccc12	0.1%	6.4
Cc1nc2ccc(C(=O)NCCCN3CCCC3=O)cn2c1N(C)C(=O)CCc1ccccc1	6.0%	-9.8
Cc1ccc(Cl)cc1-c1cc(C(=O)NCc2cccc(Cl)c2)[nH]n1	-12.2%	-3.6
CN(C)CCNc1nc2c(c(=O)[nH]c(=O)n2C)n1Cc1cccc2ccccc12	-11.1%	-4.2
CC(NC1CC1)c1ccc2ccccc2c1 (stereo unspecified)	?	1.5
CC1=C(C(=O)Nc2cccc(C(=O)N3CCN(c4ccccc4)CC3)c2)SCCO1	-1.8%	5.4
Cc1oc2cc(OCc3ccc(F)cc3)ccc2c(=O)c1Oc1ccccc1	19.6%	?
COc1ccc(-c2c(Sc3ccccc3)c3cc(-c4ccc(OC)c(F)c4)ccc3n2C)cc1	?	-11.3
Cc1cc(C(=O)COc2ncnc3ccccc23)c(C)n1CC(F)(F)F	11.5%	12.6
O=C(O)CCC(=O)C(CC(=O)O)CC(=O)O	-22.1%	-4.0
O=C(CSc1nc2ncccc2c(=O)n1-c1ccccc1)NC1CCCCCC1	?	7.4
CC1(c2nnnn2-c2ccc3c(c2)OCCO3)CCC(=O)N1CCCn1ccnc1 (stereo unspecified)	-24.2%	-4.3
Cc1c(C(=O)NCc2cccc(Cl)c2)sc(=O)n1Cc1cccc(F)c1	2.5%	3.1
CCNC(=O)COC(=O)c1c(C)c(-c2ccccc2)nc2ccccc12	-1.9%	7.6
CC(C)(C)CC(=O)NCC1CN(Cc2ccccc2)CCO1 (stereo unspecified)	-8.8%	1.6
CCc1cc2c(CSc3nc(C)cc(C)c3C#N)cc(=O)oc2cc1O	-22.3%	-0.5
Cn1c(N)nc(N)c(NC=O)c1=O	-16.7%	-1.6
Cc1ccc(C)c(C(=O)c2ccccc2C(=O)N(C)Cc2cccs2)c1	8.7%	2.2
COc1ccc(Cl)cc1Cn1c(C)c(C(=O)NCc2ccc(F)cc2)sc1=O	-15.5%	-3.9
Cc1ccsc1C(=O)N1CCC1(C)C(=O)NCCC#N (stereo unspecified)	0.4%	-5.8
CCc1ccc(OC(=O)c2ccccc2Br)cc1	-23.0%	-0.9
Cc1ccc(OCc2nc(C#N)c(NCCN3CCOCC3)o2)cc1	12.1%	1.7
CC(C)(C)OC(=O)COc1ccc2c(-c3cc4ccccc4oc3=O)cc(=O)oc2c1	2.9%	9.8
CSCCC(NC(=O)[C@@H](NC(=O)c1ccc(F)cc1)C(C)C)c1nnc2ccccn12 (stereo partly specified)	?	-1.2
CC(c1cc2ccccc2o1)N(C)Cc1nc(-c2ccc(C(F)(F)F)cc2)no1 (stereo unspecified)	19.8%	-21.3
Cc1cc(O)c2c(CN3CCN(CCO)CC3)cc(=O)oc2c1	9.2%	4.7

Screening results (PubChem BioAssay)

These rows are one share of the data. The share of hits here may be higher or lower than overall.
